# Screens as filed in PubChem BioAssay.
# sdo1 growth: growth rescue of sdo1-depleted yeast, primary screen, S. cerevisiae, bone marrow failure model | S. cerevisiae sdo1-depleted JHY4D growth rescue, OD600 30 h; stronger effect = higher value; pdr5 snq2 efflux-pump mutant strain | z-score at 10 µM | hit rate 0.21% among 140,000 | AID 817, 2007;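 active = z-score above 3 at both the 24 hr and the 30 hr optical density reads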;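 note: z-score against mean and SD of all compound wells on the same plate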
# INS promoter inh: inhibitors of insulin promoter-driven GFP, primary screen, imaging, TRM-6 cells (human fetal islet line), eGFP reporter, cell count; inhibition, % at 2 µM; AID 1273, 2008; reporter expression induced with tamoxifen; hit rate 0.9% among 130,000;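 active = inhibition above the mean plus 3 SD, with well images judged a real hit on visual review, cut at about 60% in these data, passing the limit was not always enough; inconclusive = inhibition over the cutoff but images rejected on review; inactive = inhibition not above the cutoff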
# sdo1 growth Rescue 24 h: recorded beside sdo1 growth, whose call it bears; z-score; S. cerevisiae sdo1-depleted JHY4D growth rescue, OD600; measured here: growth rescue at 24 h;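 0 is the plate mean of compound wells and units are plate SD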
# Starred values were filed as active, the others as inactive; ? = inconclusive; / = no result given. Only part of the results is shown, so the mix of outcomes need not match the whole.
sdo1 growth	canonical_smiles	sdo1 growth Rescue 24 h	INS promoter inh
0.58	Cc1ccc(-n2c(C)n[nH]c2=S)cc1	-0.08	-28
0.84	O=C1C(=O)N(CCO)C(c2cccc(F)c2)/C1=C(\O)c1ccc(Cl)cc1 (stereo unspecified)	-0.02	19
-0.18	O=c1c2ccccc2nc2n1C(CSc1ccc(Cl)cc1)CN2 (stereo unspecified)	-0.95	3
-2	COc1ccc(O)c(-c2cc(-c3cccs3)[nH]n2)c1	-1.1	47
-0.95	CC(CCc1ccccc1)NC(=O)COC(=O)c1cccc2ccccc12 (stereo unspecified)	0.22	0
-0.53	CCN(CC)c1ccc(/C=N/OCC(=O)N2CCCc3ccccc32)cc1	0.24	/
/	O=C(c1cccc(Oc2ccc([N+](=O)[O-])cc2Cl)c1)N1CCCCC1	/	-20
0.84	COC(=O)c1cc(NS(=O)(=O)c2ccc(N3CCOCC3)c(N)c2)cc(C(=O)OC)c1	-0.14	/
0.3	COc1ccc(CC(=O)Nc2ccc3c(C)cc(=O)oc3c2)cc1OC	0.11	15
0.05	COc1ccc(CNC(=O)COC(=O)c2ccc3c(c2)OCCO3)cc1	-0.18	-19
0.77	Cc1ccc(C(=O)N/C(=C/c2cccnc2)C(=O)NCc2ccco2)cc1	-0.16	29
/	O=C(OCc1cccc([N+](=O)[O-])c1)c1ccncc1	/	-25
0.99	O=C(Nc1ccccn1)C(NS(=O)(=O)c1cccc2nsnc12)c1ccccc1 (stereo unspecified)	0.59	-86
1.2	CCCOc1ccccc1-c1nc(SCCC(=O)O)n[nH]1	1.4	-6
0.14	Cc1ccccc1N1C(=O)CC(N2CCC(C(N)=O)CC2)C1=O (stereo unspecified)	0.57	40
-0.01	COc1ccc(CNc2nc3c(c(=O)n(Cc4ccc(Br)cc4)c(=O)n3C)n2C)cc1	3.3	6
-0.96	COc1ccccc1NC(=O)/C(=C/c1cccc([N+](=O)[O-])c1)c1ccccc1	-0.95	33
0.97	O=C(NCc1ccc(Cl)cc1)c1ccc2nc[nH]c2c1	-0.07	8
/	COc1ccc(CCNC(=O)c2csc3c2CCCC3)cc1OC	/	3
0.66	O=C(CCCO)c1ccc2c(c1)OCCO2	-0.33	35
1.3	CCN1CCN(c2nc3c(c(=O)[nH]c(=O)n3C)n2CCCSc2ncccn2)CC1	1.3	13
/	COc1ccc(-c2cc(C3CCN(Cc4ccc([N+](=O)[O-])cc4)CC3)[nH]n2)cc1	/	0
-1.1	Cc1ccc(N(CC(=O)Nc2ccc(-c3nc4ccc(C)cc4s3)cc2)S(C)(=O)=O)cc1	0.16	-23
-1.3	COc1ccccc1-c1nnc2sc(COc3ccc(F)cc3)nn12	-0.75	/
0.81	Cn1ncc(Cl)c(Oc2ccc(Cl)cc2)c1=O	-0.14	-20
2.8	COc1cccc(C2NC(=O)NC(C)=C2C(=O)Nc2cccc(C)c2C)c1 (stereo unspecified)	4.8	/
-1	Cc1nc2ccc(NC(=O)c3nn(C(C)C)c(=O)c4ccccc34)cc2s1	-0.79	/
0.25	Cc1ccc(C(=O)C2C(c3cccs3)NC(=O)NC2(O)C(F)(F)F)cc1 (stereo unspecified)	0.38	11
/	COCC(C)n1c(C)cc(C(=O)Cn2nc(C(=O)O)c3ccccc3c2=O)c1C (stereo unspecified)	/	58
-0.94	N#CC(C#N)=C1C=C2C=C(N3CCCCCC3)CCC2CC1 (stereo unspecified)	-0.28	-223
-0.28	CCNC(=O)C(=O)NCCc1ccc(Cl)cc1	-0.46	-21
-1	CCOC(=O)COc1ccc2c(c1)c(C(=O)OCC)c(C)n2CC	-0.97	-14
/	CC(C)(C)OC(=O)N1CCC2(CC1)C(C#N)=C(N)OC1=C2C(=O)CCC1	/	60
0.1	COc1ccc(C(=O)CSc2nncn2C)cc1	-0.06	-43
1.2	O=C(c1ccccc1NS(=O)(=O)c1cccc(C(F)(F)F)c1)N1CCc2ccccc21	1.2	-1
0.7	Cc1ccc(C2C3=C(CCCC3=O)Nc3[nH]c(=S)[nH]c(=O)c32)cc1 (stereo unspecified)	0.64	22
0	CC(=C/c1ccccc1)/C=C1/SC(N2CCOCC2)=NC1=O	0.29	-60
0.04	COc1ccccc1OCC(=O)Nc1ccccc1C(=O)NCc1ccco1	-0.38	12
-0.36	Cc1ccc(C2(O)CN(c3ccccc3C)C3=[N+]2CCS3)cc1 (stereo unspecified)	-0.29	/
-1.3	COc1cc(S(=O)(=O)N2CCCCC2)ccc1NC(=O)c1ccccc1Cl	-0.72	-86
/	COc1ccccc1NC(=O)C[n+]1ccccc1	/	-43
-0.67	CCOc1cc(N2CCOCC2)c(OCC)cc1NC(=O)Cc1cccc2ccccc12	-0.24	13
1.6	O=C(COC(=O)c1ccc(S(=O)(=O)NCc2ccco2)cc1)NC1CCCCC1	2.2	-1
/	O=C(O)CC(NC(=O)Nc1ccccc1)c1ccc(OC2CCCC2)cc1 (stereo unspecified)	/	45
2	COc1cccc(CNS(=O)(=O)c2cn(C)cn2)c1	0.46	/
/	CCN1C(=O)/C(=C\C(=O)c2cccs2)c2cc(Br)ccc21	/	-94
0.24	CC(=O)C1=C(O)C(=O)N(c2cc(C(C)(C)C)on2)C1c1ccc(C(C)C)cc1 (stereo unspecified)	-0.86	12
-0.85	CCCSc1nc2c(c(=O)n(C)c(=O)n2C)n1Cc1ccc(C)cc1	-1.2	41
0.01	Cc1cccc(NC(=O)C2CC(O)CN2C(=O)OCc2ccccc2)c1 (stereo unspecified)	0.01	/
-1.7	CCCC(=O)Nc1cccc(-c2nc3ccccc3o2)c1	-0.67	/
-0.68	COC(=O)C1=C(C)NC(C)=C(C(=O)OC)C1c1ccc(-c2cc(Cl)ccc2Cl)o1	-0.69	-21
-0.79	CCOC(=O)c1nnn(-c2ccccc2)c1C	-0.73	24
0.55	COCC(=O)N/N=C(\C)CC(=O)Nc1ccccc1C(N)=O	0.52	-27
-0.24	COc1ccc(-c2noc(-c3ccccc3C(=O)Nc3cccnc3)n2)cc1OC	-0.11	-6
-0.77	CCNc1nc(-c2cc3ccccc3o2)cs1	-0.65	20
-0.76	COc1ccc(NS(=O)(=O)c2ccc(O)c(NC(=O)c3ccc(S(=O)(=O)N4CCCCCC4)cc3)c2)cc1	-1	26
2.3	CCn1c(SCC(=O)C(C)(C)C)nnc1-c1ccccn1	2.4	15
-1.2	C/C(=N\O)c1ccc(N2C(=O)C3CC=C(Cl)CC3C2=O)cc1 (stereo unspecified)	-1.8	-32
1.5	CCCCn1c(-c2ccc(Cl)cc2)nc2c(=O)n(C)c(=O)[nH]c21	1.9	?
-1.4	COc1ccc(S(=O)(=O)N2CCC(O)(c3ccc(Cl)cc3)CC2)cc1	-0.9	/

# Later entries
sdo1 growth	canonical_smiles	sdo1 growth Rescue 24 h	INS promoter inh
0.73	Cc1ccc(CS(=O)(=O)CCC(=O)NC2CC2)cc1	0.1	9
-0.16	COc1ccc(/C=N/OC(=O)Nc2ccccc2)cc1[N+](=O)[O-]	-0.55	31
/	CC(C)CC(=O)N1CCN(C(=O)c2ccco2)CC1	/	-26
0.58	O=C(Nc1ccc(-c2nc3ccccc3o2)cc1)c1ccc(N2C(=O)C3C4C=CC(C4)C3C2=O)cc1 (stereo unspecified)	2.8	/
0.95	CCCC(=O)N1CCN(c2ccc(NC(=O)c3ccc(OCC)c([N+](=O)[O-])c3)cc2)CC1	1.4	-43
-0.41	CCOC(=O)c1c(NC(=O)CSC(=S)N2CCOCC2)sc(C)c1C	0.38	4
-1	Cc1cccc2c1nc(-c1ccccc1)n1cnnc21	-0.98	-3
0.23	COc1ccc(/C=N\NC(=O)C2=NNC(=O)C2C)cc1 (stereo unspecified)	-0.37	66
-2	CCc1cc2ccc(C)cc2nc1SCC(=O)c1ccc(NC(C)=O)cc1	-1.8	-9
0.29	OCC1OC(n2nc3ccccc3n2)C(O)C(O)C1O (stereo unspecified)	-1.1	/
0.78	CCCC1(C(=O)OCC)NC(c2ccc(OC)cc2OC)C2C(=O)N(c3ccccc3)C(=O)C21 (stereo unspecified)	1.1	33
-0.83	O=c1c(-c2nc3ccccc3s2)cccn1Cc1ccccc1	-0.38	-140
/	O=C(N/C(=C\c1ccc([N+](=O)[O-])cc1)C(=O)N1CCOCC1)c1ccccc1	/	-7
-2	O=[N+]([O-])c1ccc(NC(=S)NCCc2ccccc2)cc1	-1.3	-56
-1.1	O=c1cnn(-c2ccc(Cl)cc2Cl)c(-c2ccccc2)c1	-0.98	25
-1.4	CCOc1cc(-c2cc(-c3ccc(OC)cc3)nc(N)c2C#N)ccc1O	0.17	19
0.84	COCCn1cc(C(=O)c2ccccc2OCC(=O)Nc2cc(C)on2)cc(C#N)c1=O	0.75	12
0.45	CCC(=O)NC1(C(F)(F)F)C(=O)Nc2c1c(=O)n(C)c(=O)n2C (stereo unspecified)	-1.1	/
-0.72	N#Cc1nc(COc2ccccc2)oc1N1CCCC1	-0.07	29
0.94	C/C(=N/NC(=O)c1cccs1)c1ccco1	0.54	-14

# Compound profiles (already shown). Order of values: sdo1 growth, sdo1 growth Rescue 24 h, INS promoter inh
# Record of O=C(c1cccc(Oc2ccc([N+](=O)[O-])cc2Cl)c1)N1CCCCC1 : /, /, -20
# Record of COc1ccccc1NC(=O)/C(=C/c1cccc([N+](=O)[O-])c1)c1ccccc1 : -0.96, -0.95, 33

# Next section:
sdo1 growth	canonical_smiles	sdo1 growth Rescue 24 h	INS promoter inh
0.09	CNCc1ccc(OCc2ccccc2)c(OC)c1	-0.62	/
0.21	CCC(=O)Nc1nnc(-c2ccccn2)o1	-0.38	/
0.09	CCCCNC(=O)CCC(=O)NNc1nc2ccccc2c2nc(-c3ccccc3)nn12	-0.7	43
-0.76	Cc1ccc(NC(=O)CCC(=O)NNC(=O)COc2cccc3ccccc23)c(C)c1	-1.1	/
1.1	O=C(N/N=C/c1ccc(OCC(=O)N2CCCCC2)cc1)c1ccccc1O	1.3	/
-0.07	CC1=C(C(=O)OC(C)C)C(c2ccc(N(C)C)cc2)C2=C(CC(C)(C)CC2=O)N1 (stereo unspecified)	-0.36	/
/	CC(C)(C)NC(=O)COC(=O)c1ccc(S(=O)(=O)N2CCCC2)cc1	/	0
/	CC(=O)C1C(c2ccc(C)cc2)c2c(noc2C)CC1(C)O (stereo unspecified)	/	21
0.36	COc1ccc(NC(=O)C(C)NS(=O)(=O)c2ccccc2)cc1Cl (stereo unspecified)	0.57	-84
0.72	Cc1ccc(C)c(NC(=O)c2ccc(S(=O)(=O)C(F)F)cc2)c1	1.3	/
0	CN(C)c1nc(SCCOC(=O)c2ccccc2)nc(N(C)C)n1	-0.14	17
-0.54	O=C(COC(=O)c1ccccc1NC(=O)c1ccco1)NC1CCCCC1	-0.57	23
0.75	CCCc1cc2c(=O)n(NC(=O)c3nn(C)cc3[N+](=O)[O-])c(C)nc2s1	0.46	25
0.97	Cc1ccc(O)c(C(=O)c2cc(C#N)c(=O)n(CC3CCCO3)c2)c1 (stereo unspecified)	0.74	-45
0.71	Cc1cccc(N2CCN(C(=O)Cn3c(=O)[nH]c4ccsc4c3=O)CC2C)c1 (stereo unspecified)	0.38	-14
/	COCC1CCN(Cc2cn[nH]c2-c2ccc(OC)cc2F)C1 (stereo unspecified)	/	22
0.59	O=C(c1ccco1)N1CCN(C(=O)c2cc3c(s2)-c2ccccc2OC3)CC1	0.93	/
0.5	CCCCCNC(=O)CCc1ccccc1	-0.09	23
1.5	CCOC(=O)c1ccc(NC(=O)c2nccnc2C(=O)O)cc1	1.9	/
0.31	CCN(CC)CCCNc1nc2ccccc2[nH]1	-0.57	/

# Sorted by formula weight (falling): part of the list above.
sdo1 growth	canonical_smiles	sdo1 growth Rescue 24 h	INS promoter inh
-0.07	CC1=C(C(=O)OC(C)C)C(c2ccc(N(C)C)cc2)C2=C(CC(C)(C)CC2=O)N1 (stereo unspecified)	-0.36	/
0.36	COc1ccc(NC(=O)C(C)NS(=O)(=O)c2ccccc2)cc1Cl (stereo unspecified)	0.57	-84
0.72	Cc1ccc(C)c(NC(=O)c2ccc(S(=O)(=O)C(F)F)cc2)c1	1.3	/
/	CC(=O)C1C(c2ccc(C)cc2)c2c(noc2C)CC1(C)O (stereo unspecified)	/	21

# (list continues)
sdo1 growth	canonical_smiles	sdo1 growth Rescue 24 h	INS promoter inh
-0.15	NC(=O)Cn1c(=O)n(CCCC(=O)NC2CCN(Cc3ccccc3)CC2)c(=O)c2ccccc21	-0.25	43
0.86	CCn1nnnc1SCC(=O)Nc1ccc(OC)cc1	0.62	-462
/	Clc1ccccc1-c1ncc2ccccn12	/	-60
/	CCNC(=S)Nc1ccc2ncoc2c1	/	39
-0.63	CCOC(=O)CSc1nnc(Cc2ccccc2)n1-c1cccc(Cl)c1	-0.51	31
/	CC(=O)c1ccc(OCc2cc([N+](=O)[O-])cc3c2OCOC3)cc1	/	26
-0.24	CCOC(=O)Nc1ccc(Oc2ccccc2)cc1	-0.61	55
/	COc1ccc(Nc2nc3c(C)cccn3c(=O)c2C=NCc2ccccc2)cc1	/	0
/	Brc1ccc(CSc2ccc(-c3ccco3)nn2)cc1	/	27

# Five entries from above, with values under each structure:
# The line under a structure holds: sdo1 growth	sdo1 growth Rescue 24 h	INS promoter inh
- CCNC(=S)Nc1ccc2ncoc2c1
→ /	/	39
- Clc1ccccc1-c1ncc2ccccn12
→ /	/	-60
- CC(=O)c1ccc(OCc2cc([N+](=O)[O-])cc3c2OCOC3)cc1
→ /	/	26
- CCOC(=O)CSc1nnc(Cc2ccccc2)n1-c1cccc(Cl)c1
→ -0.63	-0.51	31
- COc1ccc(Nc2nc3c(C)cccn3c(=O)c2C=NCc2ccccc2)cc1
→ /	/	0
